# CRFR2-BP antag: CRF-BP/CRF-R2 complex antagonism; 350,000 compounds, 0.59% hits; inhibition, % at 11.8 µM; HEK293 CRF-R2/CRF-BP, CRF-induced calcium fluorescence;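 active means inhibition of the ligand-induced calcium signal above about 50% at the single tested concentration, limit read from the data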
# IDE act: activators of human insulin-degrading enzyme in cells | activation, % at 5.96 µM | HEK cells, FAbeta-B cleavage, fluorescence polarization; 0% vehicle, 100% cell-free pure enzyme wells | 340,000 compounds, 0.073% hits | AID 493087 | P14735;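 active means activation above the mean of all tested compounds plus 3 SD, set per screening campaign, cut at about 17% in these data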
# IMP-1 inhibitor: inhibitors of Pseudomonas aeruginosa IMP-1 metallo-beta-lactamase | inhibition, % at 5.6 µM | 290,000 compounds, 0.45% hits | AID 1556 | purified IMP-1, nitrocefin hydrolysis, epi-absorbance fluorescence;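 active means inhibition above the mean plus 3 SD of all compounds in the same screening run, cut at about 4.5% in these data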;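 further: 0% = IMP-1 with DMSO and 100% = DMSO wells lacking enzyme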
#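 assay system = purified recombinant IMP-1 metallo-beta-lactamase enzyme | schedule = 15 min preincubation plus 25 min reaction at 25 °C | signal = Epi-absorbance fluorescence, 480 nm excitation, 530 nm emission | read-out basis = percent inhibition from optical density relative to buffer-blank wells | controls = IMP-1 with DMSO as 0%, enzyme-free DMSO as 100%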
# HCV NS3 hel inh: blocks Hepatitis C virus NS3 helicase unwinding; NS3 helicase DNA unwinding, Cy5 molecular beacon fluorescence; 290,000 compounds, 0.56% hits; inhibition, % at 10.9 µM;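 active means inhibition above the mean of all tested compounds plus 3 SD, set per campaign, cut at about 35% in these data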;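 further: 0% = DMSO wells and 100% = thioflavine S control wells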
#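 test system = hepatitis C virus NS3 helicase domain fragment enzyme | reagent = annealed dual-labelled DNA beacon duplex, ATP-started | times = 1 h at 25 °C | detection = Cy5 fluorescence, 0 and 60 min reads | read-out basis = percent inhibition from t60/t0 fluorescence ratio | control set = DMSO and thioflavine S | replication = one well per compound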
# GalR3 antagonist: human GalR3 antagonism; HEK293 GalR3-CNG cAMP membrane potential fluorescence; galR3 body fused to GalR1 C-terminus; 360,000 compounds, 0.44% hits; inhibition, % at 3 µM; AID 651719; O60755;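 active means inhibition above the screen-wide average plus 3 SD, cut at about 13% in these data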;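 further: forskolin and galanin both at EC90 stimulate the cells; cAMP rise reported by CNG channel membrane potential dye signal; 0% = forskolin plus galanin with DMSO and 100% = forskolin alone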
# Target sequence (O60755 1-299 limits assumed): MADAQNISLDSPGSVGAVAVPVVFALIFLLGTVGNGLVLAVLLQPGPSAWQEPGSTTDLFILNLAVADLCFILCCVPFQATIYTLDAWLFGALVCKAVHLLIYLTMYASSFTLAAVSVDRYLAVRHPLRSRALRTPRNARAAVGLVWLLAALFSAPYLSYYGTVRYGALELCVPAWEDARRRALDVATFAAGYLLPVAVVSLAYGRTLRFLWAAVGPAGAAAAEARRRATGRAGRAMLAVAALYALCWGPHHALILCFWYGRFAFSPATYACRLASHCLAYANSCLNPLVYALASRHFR
# IDE inh: inhibitors of human insulin-degrading enzyme in cells. P14735. HEK cells, FAbetaB cleavage, fluorescence polarization. inhibition, % at 5.59 µM. 320,000 compounds, 0.41% hits. AID 434962;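 active means percent inhibition above the average of all tested compounds plus 3 SD, set per screening campaign, cut at about 16% in these data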;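 further: IDE supplied by intact live HEK cells; FP after avidin binding of uncleaved biotin substrate so inhibition keeps polarization high; 0% = DMSO wells and 100% = 60 µM reference IDE inhibitor Ii1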
# UBC9 SUMO inh: SUMOylation inhibition. AID 2006. 290,000 compounds, 0.36% hits. inhibition, % at 35 µM. HTRF SUMOylation assay, SAE1/SAE2 + UBC9, in vitro. P63279; in the data active means inhibition above about 50%, passing the limit was not always enough; further: strong numbers were not always called active
# Target sequence (P63279 whole entry, looked up): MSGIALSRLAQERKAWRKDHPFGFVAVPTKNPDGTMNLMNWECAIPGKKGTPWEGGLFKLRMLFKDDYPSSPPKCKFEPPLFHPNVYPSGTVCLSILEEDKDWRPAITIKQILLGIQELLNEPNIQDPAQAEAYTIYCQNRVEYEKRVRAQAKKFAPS
# pCIP destab: compounds decreasing mouse p/CIP protein stability | Q05BA5 | F442A p/CIP-EGFP cells, EGFP fluorescence, 16 h | decrease of EGFP signal, % at 10 µM | 290,000 compounds, 0.01% hits | AID 1984;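 active means EGFP signal decrease of at least 30% at 10 µM or well 3 SD below plate mean, unless failing retest; inactive means the rest, including hits failing retest or dose response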; further: some compounds called inactive have numbers as strong as hits; many of its hits are not listed in these tables
# VIM-2 inhibitor: inhibitors of Pseudomonas aeruginosa VIM-2 metallo-beta-lactamase | AID 1527 | 290,000 compounds, 0.89% hits | purified VIM-2, nitrocefin hydrolysis, epi-absorbance fluorescence | inhibition, % at 5.6 µM;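 active means inhibition above the mean of all tested compounds plus 3 SD, cutoff set per screening run, cut at about 7.5% in these data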;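 further: red hydrolysis product quenches plate fluorescence so inhibitors raise well fluorescence; 0% = enzyme with DMSO and 100% = DMSO without enzyme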
# Active calls of the source: *; · = no result given.
# Below each SMILES – CRFR2-BP antag	IDE act	IMP-1 inhibitor	HCV NS3 hel inh	GalR3 antagonist	IDE inh	UBC9 SUMO inh	pCIP destab	VIM-2 inhibitor
Cc1ccc(SCC(=O)NNC(=O)C2CCCCC2)cc1
    9	5	-1.4	0	-6	0	-8	0	0.8
O=C(c1ccc(-c2ccccc2)cc1)N1CCN(c2ccccn2)CC1
    8	-8	0.2	-9	-6	9	12	-6	-1.0
CC(=O)c1cccc(NC(=O)NC(C)c2ccc3c(c2)OCO3)c1 (stereo not given)
    0	2	-4.3	6	-1	3	-1	-6	-3.4
COc1ccc(NC(C)C(=O)Nc2ccc(C#N)cc2)cc1Cl (stereo not given)
    7	-4	-2.3	-5	-3	3	-5	-7	-1.9
Cc1cc(-c2nnc(SCC(=O)Nc3nc(-c4ccccc4)cs3)o2)no1
    -3	9	-4.6	20	-1	6	-1	-10	-4.3
Cc1nc(-c2coc3cc(OCC(=O)O)ccc3c2=O)cs1
    -2	-1	-3.2	15	-6	7	17	1	-2.3
CCCCCNC(=O)C(=O)C1C(=O)Nc2ccccc21 (stereo not given)
    -18	-1	-0.6	3	-7	0	20	0	-1.6
CSc1nsc(SCC(=O)Nc2ccc(F)cc2)n1
    9	1	0.2	-10	0	3	-2	-5	-0.1
OCC1(CCc2ccccc2)CCN(Cc2ccc3nsnc3c2)CC1
    -1	3	-3.6	-6	-5	-6	-11	6	-3.6
COc1ccc(S(=O)(=O)Nc2ccccc2C(=O)N2CCOCC2)cc1Cl
    0	2	-2.7	-5	1	-2	5	0	-3.0
O=C1COc2ccc(C(=O)c3ccccc3C(=O)NCc3ccco3)cc2N1
    -28	8	-2.5	3	0	4	0	-5	-2.9
Cc1nnc(NC(=O)c2ccc(S(=O)(=O)C(F)F)cc2)s1
    2	9	-2.7	6	-6	-1	6	-12	-1.8
O=S(=O)(c1cc(O)ccc1O)c1cccc2c(S(=O)(=O)c3cc(O)ccc3O)cccc12
    2	-1	·	·	-1	0	·	·	·
Cc1ccc(S(=O)(=O)CCC(=O)N(CCN2CCOCC2)c2nc3ccccc3s2)cc1
    0	5	·	·	-1	-9	·	·	·
Cc1cc(C(=O)N2CCN(S(=O)(=O)c3ccccc3)CC2)c(C)o1
    14	-1	-1.1	6	-3	-2	-14	-1	1.0
COc1cccc(/C=C/C(=O)OCC(=O)Nc2ccc3[nH]c(=O)[nH]c3c2)c1OC
    13	2	·	·	-2	2	·	·	·
Cc1ccc(Cn2nnc3c(=O)n(Cc4cc(C)ccc4C)cnc32)cc1
    5	2	-2.0	11	-10	-1	-15	3	-1.8
CCOC(=O)c1cc(-c2ccccc2)n(CC(=O)Nc2ccc(OCC)cc2)c1C
    5	7	-3.0	-9	2	4	17	-19	-4.1
Cc1cccc(C(=O)Nc2cccc(Br)c2)c1[N+](=O)[O-]
    7	3	-2.7	-8	-7	1	-16	9	-0.6
Cc1ccc(Cl)cc1N(Cc1ccc(C(=O)NCc2cccnc2)cc1)S(=O)(=O)c1ccccc1
    10	2	-0.8	-21	-4	7	-38	10	-0.3
COc1ccc(Cn2c(=O)[nH]c3cc(C(=O)N4CCN(c5ccccc5OC)CC4)ccc3c2=O)cc1
    -1	-1	-2.9	-35	·	-3	-14	-8	-0.7
COc1cccc2cc(C(=O)N(Cc3cccs3)CC3CCCO3)c(=O)oc12 (stereo not given)
    12	4	-2.2	-5	2	8	17	-8	-0.6
CC(=NNS(=O)(=O)c1cccc([N+](=O)[O-])c1)c1ccc(-n2ccnc2)cc1
    28	3	·	·	-4	0	·	·	·
CCc1cccc(NC(=O)C2CCN(S(=O)(=O)c3c(C)noc3C)CC2)c1
    -15	2	-2.6	6	-3	5	-5	-5	-3.3
COc1ccc(OC)c(NC(=O)CCS(=O)(=O)c2cc3c(cc2C)NC(=O)CO3)c1
    0	-5	-3.8	0	-9	7	8	10	-2.0
O=C(O)CSCC(=O)N1CCN(S(=O)(=O)c2cc(Cl)cc(Cl)c2)CC1
    4	-9	-3.1	-2	-1	1	6	-3	-1.7
CCOC(=O)Cn1nnc(-c2ccc([N+](=O)[O-])cc2)n1
    22	-1	-4.4	25	2	8	-2	-14	-2.8
Cc1cc(Cl)c2oc(C(=O)N(CCO)Cc3ccccc3)c(C)c2c1
    3	4	-2.6	-8	-6	-2	-12	-4	-0.4
O=C(NCCN1CCNC1=O)C1CCC(=O)N(Cc2cccc(C(F)(F)F)c2)C1 (stereo not given)
    -2	7	1.8	15	-6	-3	3	-10	1.6
N#Cc1c(-c2ccc(F)cc2)cc(-c2ccccc2)nc1SCC(=O)NCC(=O)O
    -11	-4	1.4	0	-5	4	25	6	1.0
CN(C)CCNC(=O)C(c1ccccc1)c1ccccc1
    6	-1	-2.7	0	-4	-2	1	-12	-1.5
CC1CCN(C(=O)CSc2nnc(Cc3ccccc3)o2)CC1
    -6	1	-3.1	6	3	0	1	-6	-2.0
CC1(c2ccccc2)NC(=O)N(CC(=O)Nc2ccc(S(=O)(=O)Nc3ncccn3)cc2)C1=O (stereo not given)
    -9	4	·	·	0	3	·	·	·
O=C(O)CCc1nc2cccnc2n1Cc1ccccc1
    -3	-2	-2.8	-2	-3	2	-14	-6	-1.8
O=C(CN1C(=O)NC2(CCCC2)C1=O)Nc1ccccc1N1CCCC1
    10	3	-2.1	10	0	0	6	5	-1.2
CCCNC(=O)CSC1=N/C(=C/c2ccc(F)cc2)C(=O)N1CC
    0	2	-1.1	-9	-1	-4	17	-9	2.1
CC(C)CN1C(=O)c2ccc(C(=O)NCc3ccc4c(c3)OCO4)cc2C1=O
    -10	2	0.2	3	-5	-2	7	0	-2.0
Cc1ccc(OCCOC(=O)c2nc3nccc(C)n3n2)cc1
    0	6	1.3	0	-2	7	5	-3	1.9
COc1cccc(CNC(=O)Nc2cccs2)c1
    4	1	-1.0	10	0	6	10	4	-0.5
CN(Cc1nccs1)C(=O)C1CCC(=O)N(CCCc2ccccc2)C1 (stereo not given)
    13	5	-1.7	-4	0	·	-6	8	-2.2
N#Cc1cnn(-c2ccccc2)c1NC(=O)CN1CCOCC1
    22	·	-2.4	12	-6	11	-17	3	-2.3
CC1Cc2ccccc2N1CC(=O)N(C)c1c(N)n(Cc2ccccc2)c(=O)[nH]c1=O (stereo not given)
    -4	5	·	·	1	1	·	·	·
COc1ccccc1NC(=O)CSc1nnc(C)n1CC1CCCO1 (stereo not given)
    37	3	0.9	-8	-2	-2	-9	6	0.7
O=C1OC(c2ccc(Cl)cc2)=N/C1=C\c1cccnc1
    -7	4	-4.3	5	5	-1	17	3	-1.3
CCOc1cc(NC(=S)NCCCN2CCOCC2)c(OCC)cc1NC(=O)c1ccc(C)cc1
    -12	2	-2.1	-39	0	-6	5	7	-1.1
CC(Oc1ccccc1)C(=O)N=C1SC2CS(=O)(=O)CC2N1c1ccc(F)cc1 (stereo not given)
    10	9	-0.6	-4	3	-4	-13	7	0.1
CC(C)Oc1ccc(C2CC(=O)N(c3cccc(/C=C/C(=O)O)c3)C2=O)cc1 (stereo not given)
    -4	-2	-2.3	-6	-7	-1	10	-7	-0.3
CCCCC1CCC(C(=O)NCc2ccc3c(c2)OCO3)CC1 (stereo not given)
    9	3	2.2	-2	6	0	13	-3	-1.2
Cc1c(/C=N/NC(=O)C(NC(=O)c2ccc3c(c2)OCO3)C(C)C)c2ccccc2n1C (stereo not given)
    -186	1	-0.3	-6	-10	-6	12	-8	-0.7
CC(C)(SC(=S)N1CCCCCC1)C(=O)O
    -3	3	0.4	-10	2	11	6	6	0.0

# Next section
# Below each SMILES – CRFR2-BP antag	IDE act	IMP-1 inhibitor	HCV NS3 hel inh	GalR3 antagonist	IDE inh	UBC9 SUMO inh	pCIP destab	VIM-2 inhibitor
O=C(Oc1ccccc1)n1c(=S)oc2ccccc21
    5	2	-4.9	2	-4	5	2	-7	-2.3
COc1ccc(NS(=O)(=O)c2cccc(C(=O)OCC(=O)NC3CC3)c2)cc1
    -5	-1	-2.5	-6	-4	·	6	-3	-1.4
Cc1c(CCC(=O)NCCCn2ccnc2)c(=O)oc2c(C)c3oc4c(c3cc12)CCCC4
    -5	-2	-3.2	-97	·	5	18	6	9.6*
O=C(CSc1nc2ccccc2o1)NCc1ccco1
    -2	2	-5.1	3	-4	-2	19	-28	-4.1
CNC(=O)C1CCN(S(=O)(=O)c2c(C)noc2/C=C/N(C)C)CC1
    0	-2	-4.0	9	-8	13	17	-8	-3.0
Cc1ccccc1N1CCN(C2CCCN(C(=O)c3csc(C(C)C)n3)C2)CC1 (stereo not given)
    2	-4	-2.1	-2	-4	-6	-3	3	1.4
COC(C(=O)Nc1c(F)cccc1F)c1ccccc1 (stereo not given)
    1	1	-0.3	7	-6	3	2	2	0.4
Cc1cccc(C(=O)NCCN2CCN(c3ccccc3)CC2)c1
    3	0	-2.0	-7	4	0	32	-6	-0.4
O=c1c2cc(F)ccc2sn1-c1ccccc1
    33	-25	·	·	-4	60*	·	·	·
COC(=O)CCSCc1cn2cc(Cl)ccc2n1
    6	3	0.8	4	0	2	2	1	2.2

# Printed as active in VIM-2 inhibitor, among the entries above:
# Below each SMILES – CRFR2-BP antag	IDE act	IMP-1 inhibitor	HCV NS3 hel inh	GalR3 antagonist	IDE inh	UBC9 SUMO inh	pCIP destab	VIM-2 inhibitor
Cc1c(CCC(=O)NCCCn2ccnc2)c(=O)oc2c(C)c3oc4c(c3cc12)CCCC4
    -5	-2	-3.2	-97	·	5	18	6	9.6*

# (cont.)
# Below each SMILES – CRFR2-BP antag	IDE act	IMP-1 inhibitor	HCV NS3 hel inh	GalR3 antagonist	IDE inh	UBC9 SUMO inh	pCIP destab	VIM-2 inhibitor
CN(CC(=O)Nc1cccc(F)c1)C(=O)c1cc(-c2ccco2)nc2ccccc12
    -1	5	·	·	-5	3	·	·	·
Clc1cccc(/C=N\Nc2nccs2)c1
    -16	-4	-5.2	-6	-1	-1	6	-5	-2.7
COc1ccc(C(=O)Nc2cccc(-c3nc4ncccc4o3)c2C)cc1OC
    -4	3	-0.3	-2	2	2	-4	2	-4.2
O=C(C1COc2ccccc2O1)N1CCN(c2ccccc2)CC1 (stereo not given)
    2	2	-1.0	-5	-2	2	9	9	0.9
Cc1noc(C)c1COc1ncnc2ccccc12
    6	3	-3.3	4	-4	-1	-2	2	-1.8
COC(=O)CNC(=O)c1c(-c2c(Cl)cccc2Cl)noc1C
    -5	-4	-3.7	1	-8	1	-1	-8	-2.5
COc1oc(-c2ccccc2C)nc1C(F)(F)F
    23	4	-1.5	5	2	-3	31	-13	-4.0
CCN1C(=O)C(CC(=O)Nc2cc(C)ccc2C)SC1=Nc1ccc(S(N)(=O)=O)cc1 (stereo not given)
    16	-2	-1.1	6	9	1	-9	2	1.5
O=C(NCc1ccccc1)c1ccc(N2CCC3(CC2)CC(c2ccc(Cl)cc2)=NO3)c([N+](=O)[O-])c1
    4	2	-3.2	-7	-3	5	2	-2	-3.3
Cc1ccc(NC(=O)CSc2ncn[nH]2)cc1
    -6	7	-2.1	3	-3	2	25	11	3.3
